Screens (PubChem)
Sm TGR block: inhibitors of Schistosoma mansoni thioredoxin glutathione reductase | Q962Y6 | 3% of 360,000 active | Potency, µM (series often up to 114 µM), inactives show at the top dose activity change, negative = inhibition, most hits filed as inhibitors | purified TGR, DTNB reduction, TNB absorbance 405 nm | AID 485364; note: potency is the fitted concentration of half-maximal effect; % is set by controls: 0 for no effect and ±100 for the full control effect; nearly all actives have a fitted effect of over 60% in size
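Kinetic colorimetric format: TGR-catalysed, NADPH-driven DTNB reduction monitored via TNB absorbance. Enzyme dispensed at 20 nM; compound exposure 15 min at room temperature before reaction start.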
Cycloheximide cs: counter-screen hit for Shiga toxin inhibitors, cycloheximide; AID 2314; max response, %; cell reporter, cycloheximide protein synthesis inhibition counterscreen; 12% of 300,000 active; in the data active = max response mostly above about 13%, no sharp cut-off; inactive = mostly below about 14%; note: read at 38.3 µM for the half of the compounds with a filed dose; 0% is about no effect
Pf growth 48h: inhibits P. falciparum growth in the first generation, 48 h; P. falciparum luciferase growth in erythrocytes, 48 h; Potency, µM (titrated, usually from 28.7 µM), for inactives: at the highest dose activity change, negative = inhibition, actives largely listed as inhibitors; 5.9% of 310,000 active; AID 504832; note: potency is the fitted concentration of half-maximal effect; % is set by controls: 0 for no effect and ±100 for the full control effect
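Parasite viability was followed by luminescence of a genomically integrated firefly luciferase. Cultures held 0.1% parasitemia at 2% hematocrit (final), incubated under 5% CO2 at 37 C.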
Shiga inhibitor: Shiga toxin inhibition | Vero cells, Shiga toxin protein synthesis inhibition reporter | inhibition, % at 38.7 µM | 9.2% of 290,000 active | AID 2315; in the data active = inhibition mostly above about 28%, no sharp cut-off; inactive = mostly below about 43%; note: 0% is about no effect
Pf growth 96h: P. falciparum growth inhibition at 96 hours | 6.9% of 320,000 active | Potency, µM (series often up to 28.7 µM), without a hit: at the top dose activity change, negative = inhibition, actives largely listed as inhibitors | P. falciparum luciferase reporter growth, 96 h; note: potency is the fitted concentration of half-maximal effect; % is set by controls: 0 for no effect and ±100 for the full control effect
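Infected RBCs, 2% Hct / 0.05% parasitemia final; luciferase-reporter P. falciparum; cpd 96 h, 37 C, 5% CO2; luciferase detection reagent; luminescence.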
FBPA Giardia inh: blocks Giardia fructose-bisphosphate aldolase activity; AID 2451; A8B2U2; 0.71% of 290,000 active; purified Giardia FBPA; Potency, µM (highest dose often 59.6 µM), without a hit: at the top dose activity, negative = inhibition, hits mostly inhibitors; note: potency is the fitted concentration of half-maximal effect; % is set by controls: 0 for no effect and ±100 for the full control effect; nearly all actives have a fitted effect of over 55% in size
Target sequence (A8B2U2 whole entry, looked up): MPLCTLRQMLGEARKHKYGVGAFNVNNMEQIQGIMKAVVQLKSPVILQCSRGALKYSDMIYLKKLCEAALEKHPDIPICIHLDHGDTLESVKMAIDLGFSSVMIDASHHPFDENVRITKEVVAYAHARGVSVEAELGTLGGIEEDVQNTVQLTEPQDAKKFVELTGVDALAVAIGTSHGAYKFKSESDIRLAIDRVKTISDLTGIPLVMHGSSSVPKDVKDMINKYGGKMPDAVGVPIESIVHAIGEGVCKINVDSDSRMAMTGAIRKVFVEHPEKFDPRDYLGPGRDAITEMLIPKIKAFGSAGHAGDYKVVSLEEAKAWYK
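40 nM FBPA preincubated 10 min at RT with compound (up to 57.5 uM final), then substrate plus GAPDH/TPI/NAD/arsenate coupling and diaphorase/resazurin added. Fluorescence read after 20 min at RT, 525/598 nm.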
The depositor's hits bear a star; ? = inconclusive; · = no result given; & = joins results of further samples; [ ] = dose if it differs, or a comment. Unless noted, calls come from the whole dose curve; as a rule, active = well fitted curve in the direction sought with a large enough effect; inconclusive = small, poorly fitted or top-dose-only effect, or another doubt; inactive = no such curve, though single readings can be large; an effect the other way counts as inactive or inconclusive. Rows were taken by chance; 24% or so of the library scored in one or more.

Sample of the layout:
SMILES	Sm TGR block	Cycloheximide cs	Pf growth 48h	Shiga inhibitor	Pf growth 96h	FBPA Giardia inh
O=[N+]([O-])c1ccc(CS(=O)(=O)c2ccc(Cl)cc2)cc1	2%	-1	6%	21	1%	-3%
Cc1c(C)n(C)c2ccc(C(=O)NCCCN3CCCCC3C)cc12 (stereo unspecified)	9%&-7%	-3	-22%	-5	6.6µM*	·

All compounds of this part (from the top)
SMILES	Sm TGR block	Cycloheximide cs	Pf growth 48h	Shiga inhibitor	Pf growth 96h	FBPA Giardia inh
O=[N+]([O-])c1ccc(CS(=O)(=O)c2ccc(Cl)cc2)cc1	2%	-1	6%	21	1%	-3%
Cc1c(C)n(C)c2ccc(C(=O)NCCCN3CCCCC3C)cc12 (stereo unspecified)	9%&-7%	-3	-22%	-5	6.6µM*	·
Cn1c(SCC(=O)Nc2ccc3c(c2)OCCO3)nnc1-c1cccnc1	-12%	·	-16%	·	-21%	·
CS(=O)(=O)Nc1cccc(C2=NN(S(=O)(=O)c3ccccc3)C(c3ccco3)C2)c1 (stereo unspecified)	20µM*	16*	-26%	37	-1%	-14%
CCOc1ccc(S(=O)(=O)Nc2cccnc2)cc1	-1%	10	34%[activator]	0	·	-1%
O=C(NC1CCCCC1)C(c1cccs1)N(Cc1cccs1)C(=O)c1cccs1 (stereo unspecified)	-2%	1	?	-7	?	0%
COc1ccc(N=C(C)c2sc3ccccc3c2O)cc1	6%	43*	69%[activator]	122*	166%[activator]	-8%
CN(Cc1ccncn1)C(=O)C1CCC(=O)N(Cc2cccc(C(F)(F)F)c2)C1 (stereo unspecified)	0%	3	18%	-9	4%	1%
CN1CCN(C(=O)C2=C[C@@H](c3coc4ccccc4c3=O)C[C@@H](OCc3ccc(CO)cc3)O2)CC1	-4%	-1	?	17	?	5%
Cc1ccc(C(O)(c2ccc(C)c(C)c2)C2CN3CCC2CC3)cc1C (stereo unspecified)	4%	-7	4%[0.00184 µM]	-13	?	-9%
COc1ccc(CNc2ncnc(N)n2)cc1	-8%	12	·	6	20%	-18%
CCN(Cc1ccccc1)C(=O)Cn1c(=O)oc2ccccc21	9%	-2	32%[activator]	-7	?	4%
O=C(C1CCN(S(=O)(=O)c2cccc3cccnc23)CC1)N1CCN(c2ccccn2)CC1	0%	-1	?	-8	?	0%
CCOC(=O)Cc1csc(SCC(=O)NC(C)C23CC4CC(CC(C4)C2)C3)n1 (stereo unspecified)	2%	-3	-2%	3	7%	5%
N#CC(C(=O)Nc1cccc(Cl)c1)=C1Nc2ccccc2N1	-1%	10	15%	-29	-12%	-23%
COc1ccc(CN2CCNC(=O)C2CC(=O)NCC2CCOCC2)c(C)c1C (stereo unspecified)	2%	1	16%	2	67%[activator]	-12%
O=[N+]([O-])c1cc(C=Nc2ccc3ccccc3c2)ccc1Br	45µM*	11	?	3	35%[activator]	-20%
Cc1nc(-c2ccc(C(=O)Nc3ccc(F)cc3)cc2)cs1	0%	35*	31%[activator]	75*	1%	0%
CCn1c(SCC(=O)N(C)C)nc2cc(S(=O)(=O)N3CCOCC3)ccc21	2%	·	25%	·	?	·
CCOc1ccc(NC2=C(Cl)C(=O)N(C3CCCCC3)C2=O)cc1	7%	-5	-1%	-5	?	0%
N#C/C(=C(O)\C=C\c1ccccc1)c1nc2ccccc2[nH]1	10%	-2	15%	13	28%	4%
CCCCN(C)C(=S)Nc1ccc2nc(N3CCN(CC)CC3)cc(C)c2c1	4%	13	?	82*	?	-13%
CCCC[C@H]1COCCS(=O)(=O)N1Cc1ccc(F)cc1	-1%	-2	12%	4	3%	-10%
O=C(CN(C(=O)CCC(=O)Nc1ccccn1)C1CCCC1)NCc1ccccc1	5%	-3	14%	-7	?	-10%
CCOc1ccc(N2CC(C(=O)Nc3nnc(CC)s3)CC2=O)cc1 (stereo unspecified)	-28%	7	?	4	-19%	-7%
Continuation:
SMILES	Sm TGR block	Cycloheximide cs	Pf growth 48h	Shiga inhibitor	Pf growth 96h	FBPA Giardia inh
O=C(O)c1ccc(S(=O)(=O)N2CCN(c3ccccn3)CC2)cc1	-17%	1	3%	2	?	24%
CC(C)(C)c1ccccc1NC(=O)c1ccc(-n2cncn2)c([N+](=O)[O-])c1	4%	·	-6%	·	-3%	·
O=C(c1ccc2c(c1)OCO2)N(Cc1cccs1)C1(C(=O)NC2CCCCC2)CCCCC1	-1%	1	?	-2	61%[activator]	8%
Cc1cccc(-c2nc3ccccc3c(=O)n2NC(=O)/C=C/c2ccc([N+](=O)[O-])cc2)c1	2%	2	-7%	-6	?	19%
CC(C)(C)c1ccc(C(=O)NNC(=O)Cc2cccc3ccccc23)cc1	0%	10	·	43	?	3%
Cc1cc(C)cc(NC(=O)N2CCCC2C(=O)NCc2ccco2)c1 (stereo unspecified)	3%	-3	-24%	22	?	2%
CC(C)Oc1ccc(C2CC(=O)N(C)C2=O)cc1 (stereo unspecified)	5%	-3	38%[activator]	23	270%[activator]	0%
CCOc1ccc(N(Cc2cc3cc(C)ccc3[nH]c2=O)C(=O)COC)cc1	-28%	6	-2%	·	1%	0%
O=C(O)c1ccc(Nc2nc(-c3cc4ccccc4oc3=O)cs2)cc1O	-10%	14	28%	20	-8%	-13%
O=C(CSc1nnc2c(n1)[nH]c1ccc(S(=O)(=O)N3CCOCC3)cc12)Nc1ccccc1Cl	-7%	-2	?	-5	185%[activator]	-8%
CCOc1ccc(NC(=O)CN2CCC(n3cnc4cc(F)ccc43)CC2)cc1	4%	-1	?	-10	-14%	-9%
COc1cccc(/C=N/NC(=O)CNC(=O)CCc2ccccc2)c1O	-9%	30*	?	66*	153%[activator]	20%
O=S(=O)(Nc1ccccn1)c1ccc(C(F)(F)F)cc1Cl	1%	1	12%	-4	15%	5%
Cc1ccc(CNC(=O)Cc2nc3nc(C)cc(C)n3n2)cc1	-10%	-3	53%[activator]	-11	-94%	4%
CSCCC(C(=O)N(C)CC(=O)Nc1cccc(F)c1)N1C(=O)c2ccccc2C1=O (stereo unspecified)	-10%	·	-22%	·	?	·
Nc1nc(-c2cccnc2)nc(N2CCCCC2)n1	3%	-2	?	20	?	1%
Cc1ccc(SCC(=O)Nc2cccc(S(=O)(=O)N3CCOCC3)c2)cc1C	-1%	·	17µM*	·	?	·
CC(C)CCNC(=O)NC(=O)CSc1ncccn1	3%	7	0%	5	30%[activator]	3%
Cc1cccc(N(Cc2ccccc2)C(=O)CN2C(=O)NC3(CCCC3)C2=O)c1	-10%	·	?	·	?	·
CN(C)S(=O)(=O)N1CCc2ccc(NC(=O)c3ccc(C(F)(F)F)cc3)cc2C1	-1%	27*	27%	·	13µM*	4%
NC(=O)C1CCN(Cc2nc(-c3ccccc3)no2)CC1	4%	3	10%	-7	30%	-1%
COC(=O)Cc1[nH]c(=O)[nH]c1C(=O)OC	24%	3	5%	-1	0%	0%
COc1ccc(C(C[N+](=O)[O-])c2c(-c3ccccc3)cc3ccccn23)c(OC)c1 (stereo unspecified)	56µM*	55	10µM*	71*	·	?
Cc1nnsc1C(=O)NC(=O)Nc1ccc(F)c(Cl)c1	17%	9	12%	35	1%	1%
CSc1nccc(Oc2cccc(C#N)c2)n1	-2%	7	-9%	-7	-7%	0%

Some entries already given, showing only Sm TGR block and FBPA Giardia inh:
compound	Sm TGR block	FBPA Giardia inh
Cn1c(SCC(=O)Nc2ccc3c(c2)OCCO3)nnc1-c1cccnc1	-12%	·
CS(=O)(=O)Nc1cccc(C2=NN(S(=O)(=O)c3ccccc3)C(c3ccco3)C2)c1 (stereo unspecified)	20µM*	-14%
CCOc1ccc(S(=O)(=O)Nc2cccnc2)cc1	-1%	-1%
O=C(NC1CCCCC1)C(c1cccs1)N(Cc1cccs1)C(=O)c1cccs1 (stereo unspecified)	-2%	0%
COc1ccc(N=C(C)c2sc3ccccc3c2O)cc1	6%	-8%
CN(Cc1ccncn1)C(=O)C1CCC(=O)N(Cc2cccc(C(F)(F)F)c2)C1 (stereo unspecified)	0%	1%
CN1CCN(C(=O)C2=C[C@@H](c3coc4ccccc4c3=O)C[C@@H](OCc3ccc(CO)cc3)O2)CC1	-4%	5%

New compounds follow.
SMILES	Sm TGR block	Cycloheximide cs	Pf growth 48h	Shiga inhibitor	Pf growth 96h	FBPA Giardia inh
CCOC(=O)c1cc2oc(C(c3nnnn3C3CCCCC3)N3CCOCC3)cc2[nH]1 (stereo unspecified)	-22%	-1	9.3µM*	0	9.3µM*	-4%
Cc1ccc(C)c(NC(=O)CCn2nc(C)cc2C)c1	-2%	5	11%	-8	?	0%
CSCCC(C(=O)Nc1ccc2c(c1)OCO2)N1C(=O)c2ccccc2C1=O (stereo unspecified)	3%	-2	-3%	4	-15%	0%
CCN(CC)C(=O)CCS(=O)(=O)c1cccc2nonc12	0%	10	6%	24	?	2%
Cc1ccc(Cl)cc1NC(=O)NCc1cccnc1	-25%	12	32%[activator]	-9	?	-2%
O=C(NCc1ccco1)C(c1ccccc1)N(Cc1ccccc1)C(=O)Cn1nnc2ccccc21 (stereo unspecified)	-4%	18*	-22%	40	9.3µM*	0%
C=CCNC(=O)/C(=C/c1cn(-c2ccccc2)nc1-c1cccc([N+](=O)[O-])c1)NC(=O)c1ccccc1	0%	1	?	-7	4.1µM*	-8%
Nc1c(C(=O)NCCc2ccc(Cl)cc2)sc2ccc(S(=O)(=O)N3CCCCC3)cc12	7%	-2	10µM*	-5	?	-1%
O=C1NC(N2CCOCC2)=N/C1=C/c1ccc2c(c1)OCO2	-1%	17*	1%	16	-29%	-1%
CN(C)CCNC(=O)/C(=C/c1ccc(-c2ccc(Cl)cc2Cl)o1)NC(=O)c1ccccc1	-14%	-10	12µM*	-22	116%[activator]	0%
CC(C)Sc1nnc([C@@H](N)Cc2ccccc2)o1	-4%	43*	51%[activator]	35	88%[activator]	14%
O=C(c1cccc(Cl)c1)N1CCN(Cc2ccccc2F)CC1	5%	-1	9%	14	·	?
COC(=O)c1c(C)[nH]c(C(=O)C(C)OC(=O)c2cnc(C)cn2)c1C (stereo unspecified)	-10%	·	8%	·	?	·
COCC1CCN(Cc2cn(-c3ccccc3F)nc2-c2cc(C)sc2C)CC1	-11%[57.1 µM]	-2	?	-11	-51%	1%
CCS(=O)(=O)N1Cc2ccccc2CC1C(=O)Nc1nnc(SCc2c(Cl)cccc2Cl)s1 (stereo unspecified)	0%	-1	?	-4	?	3%
CC(=O)N1CCN(C(=O)COC(=O)CNC(=O)c2ccc(C)cc2)CC1	-2%	·	-10%	·	-15%	·
C[C@H](NC(=O)c1ccc2ccccc2c1)C(=O)N1CCC2(CC1)NCCc1[nH]cnc12	-11%	-4	-3%	8	22%	·
CSCCC(NC(=O)COc1ccccc1)C(=O)N(C)CC(=O)Nc1ccc(C)cc1 (stereo unspecified)	-12%	·	?	·	?	·
O=C(NCC1(c2ccccc2)CCCC1)c1cccc(Br)c1	13%	-3	?	-15	?	-4%
COc1cc(C)ccc1S(=O)(=O)NC1CC(C)(C)NC(C)(C)C1	-2%	-1	-21%	-3	2%	12%
COc1ccccc1NC(=O)c1cccc2c(Br)cccc12	15%	4	?	39	3%	0%
COc1ccc(CCNC(=O)C2CC(c3cccc([N+](=O)[O-])c3)=NO2)cc1 (stereo unspecified)	-4%	47*	25%	160*	-12%	10%
CCN1CCN(C(c2ccccc2)c2nnnn2Cc2ccccc2)CC1 (stereo unspecified)	0%	-3	?	-4	426%[activator]	-30%
COc1ccc(-n2c(C)nc3cc(C(=O)O)ccc32)cc1	0%	-1	7%	21	·	2%
CN(C)c1cc[n+](CC(=O)N2c3ccccc3Sc3ccccc32)cc1	·	-1	?	-12	12%	2%
CN(Cc1nc2ccccc2[nH]1)C(=O)C1CCC(=O)N(CCc2cccc(F)c2)C1 (stereo unspecified)	-10%	-6	-3%	-7	-10%	·
CC(=O)c1cccc(NC(=O)COC(=O)CCc2ccc(S(=O)(=O)N3CCOCC3)cc2)c1	-2%	7	7%	-13	11%	4%
